# Source: PubChem (National Center for Advancing Translational Sciences (NCATS))
# TDP1 cell CPT: DT40-hTDP1 cell growth loss with CPT | chicken DT40 Tdp1-/-;hTDP1 cells + 20 nM CPT, ATP luminescence, 48 h | Potency, µM (series often up to 46.2 µM), inactives show at the top dose activity change, negative = growth inhibition, usual class: inhibitors | 12% of 420,000 active; note: nearly all actives have a fitted effect of over 55% in size
#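 Cell growth measured by CellTiter-Glo luminescence after a minimum 48 h, 37 C compound exposure with 20 nM CPT in Tdp1-knockout DT40 cells stably expressing hTDP1, seeded 400/well; qHTS titration format.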
# KAT2A inh: blocks human GCN5L2 histone acetyltransferase; Q92830; GCN5L2 HAT assay, ThioGlo1 CoA-SH fluorescence; Potency, µM (highest dose often 58.9 µM), without a hit: at the top dose activity change, negative = inhibition, hits mostly inhibitors; 0.21% of 390,000 active
# Target sequence (Q92830 whole entry, looked up): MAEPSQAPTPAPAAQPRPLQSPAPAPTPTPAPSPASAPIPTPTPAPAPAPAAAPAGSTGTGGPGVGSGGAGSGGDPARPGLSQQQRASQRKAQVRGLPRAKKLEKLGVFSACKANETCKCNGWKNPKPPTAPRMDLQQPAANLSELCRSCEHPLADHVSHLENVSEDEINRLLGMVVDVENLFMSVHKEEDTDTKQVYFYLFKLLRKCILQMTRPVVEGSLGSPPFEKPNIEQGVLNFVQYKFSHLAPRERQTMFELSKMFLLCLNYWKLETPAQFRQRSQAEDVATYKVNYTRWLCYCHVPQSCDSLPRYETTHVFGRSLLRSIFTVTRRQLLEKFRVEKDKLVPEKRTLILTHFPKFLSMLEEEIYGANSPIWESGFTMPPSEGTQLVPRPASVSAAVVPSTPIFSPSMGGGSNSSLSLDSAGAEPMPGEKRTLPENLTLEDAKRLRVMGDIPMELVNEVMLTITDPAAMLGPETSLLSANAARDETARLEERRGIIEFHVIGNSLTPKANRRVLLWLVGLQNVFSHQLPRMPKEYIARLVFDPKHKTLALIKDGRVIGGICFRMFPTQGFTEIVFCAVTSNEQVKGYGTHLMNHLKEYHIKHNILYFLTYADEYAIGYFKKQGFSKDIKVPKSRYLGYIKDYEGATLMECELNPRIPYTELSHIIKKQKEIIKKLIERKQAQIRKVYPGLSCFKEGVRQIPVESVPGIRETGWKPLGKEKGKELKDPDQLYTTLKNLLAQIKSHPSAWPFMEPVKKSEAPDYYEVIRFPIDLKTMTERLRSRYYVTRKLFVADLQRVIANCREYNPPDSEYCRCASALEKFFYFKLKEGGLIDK
#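 Enzyme at 20nM final was mixed with library compounds for 15 min at room temperature. Peptide H3(1-25) at 75uM, acetyl-CoA at 70uM and ThioGlo1 at 50uM were then added. Plates were read immediately and after 20 min (Ex340nm/Em540nm).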
# DT40 TDP1 no CPT: qHTS for Inhibitors of human tyrosyl-DNA phosphodiesterase 1 (TDP1): qHTS in cells in absence of CPT. Potency, µM (titrated, usually from 46.2 µM), for the others: at the highest dose activity change, negative = growth inhibition, most hits filed as inhibitors. AID 686978, 2013. DT40 Tdp1-/- hTDP1 cells, no CPT, ATP luminescence, 48 h. 15% of 420,000 active; note: nearly all actives have a fitted effect of over 55% in size
#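 Seeded 400 DT40-hTDP1 cells/well (vehicle DMSO, no 20 nM CPT); pinned compounds; ≥48 hr at 37 °C; CellTiter-Glo luminescence as viability measure.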
# Starred values were filed as active, the others as inactive; u = inconclusive; x = no result given; & = joins results of further samples; [ ] = dose if it differs, or a comment. Calls come from the whole dose curve; as a rule, active = well fitted curve in the direction sought with a large enough effect; inconclusive = small, poorly fitted or top-dose-only effect, or another doubt; inactive = no such curve, though single readings can be large; an effect the other way counts as inactive or inconclusive. % is set by controls: 0 for no effect and ±100 for the full control effect; potency is the fitted concentration of half-maximal effect.
1) COc1cc2c(NC3CCN(C)CC3)nc(N3CCN(C)CC3)nc2cc1OCCCN(C)C
2) O=C(Nc1ccccc1Br)C1CCN(C(=O)Cc2ccccc2)CC1
3) CC(=O)N1CCC(=NNc2ccc(S(=O)(=O)N3CCOCC3)cc2[N+](=O)[O-])CC1
4) CCn1c(=O)c(=O)[nH]c2cc(C(=O)N(C)Cc3ccc(OC)c(F)c3)ccc21
5) CN(C)C(CNC(=O)c1cccc(S(=O)(=O)N2CCc3ccccc3C2)c1)c1ccccc1 (centres undefined)
6) CC(OC(=O)/C=C/c1ccccc1)C(=O)NC1CCCCC1C (centres undefined)

assay / entry	1	2	3	4	5	6
TDP1 cell CPT	u	11%	-24%	-19%	u	-15%
KAT2A inh	x	0%	1%	-1%	x	-4%
DT40 TDP1 no CPT	u	12%	-14%	-17%	u	7%

7) CCOC(=O)C(=O)NCc1ccc(/C=C2/N=C(C)C(C(=O)OCC)=C2O)o1
8) N#Cc1nc(-c2ccccc2F)oc1NCCc1ccccc1
9) Cc1ccc(NC(=O)/C(C#N)=C/c2cccs2)c(C)c1
10) CC1(C)Nc2ccccc2N(CC(=O)N2CCCCC2)C1=O
11) Cc1nn(C)cc1CNC(=O)C1(C)CC1(Cl)Cl (centres undefined)
12) CC(C)CC1NC(=O)N(CC(=O)N2CCCc3ccccc32)C1=O (centres undefined)

assay / entry	7	8	9	10	11	12
TDP1 cell CPT	6%	-23%	-3%	7%	3%	17%
KAT2A inh	1%	-27%	-7%	-1%	-2%	-1%
DT40 TDP1 no CPT	0%	u	-9%	-28%	-8%	-2%

13) COc1ccc2c(c1)C(C1=C(O)CC(C)(C)CC1=O)C1=C(CC(C)(C)CC1=O)O2 (centres undefined)
14) CC(=O)O/C(=C\c1cn(C(C)=O)c2ccccc12)C(=O)O
15) COC(=O)C1Cc2c([nH]c3ccccc23)CN1 (centres undefined)
16) C=Cc1ccc(C(=O)N2CCCC(Nc3ccc4c(c3)OCCO4)C2)cc1 (centres undefined)
17) O=C(CSc1nnc(-c2ccc(Br)cc2)n1CCc1ccccc1)NC1CCS(=O)(=O)C1 (centres undefined)
18) O=C(c1ccc(OC2CCN(C(=O)C3CC3)CC2)cc1)N(CCO)Cc1ccccc1

assay / entry	13	14	15	16	17	18
TDP1 cell CPT	-15%	-6%	-3%	-15%	-5%	-28%
KAT2A inh	-2%	-1%	-8%	u	3%	3%
DT40 TDP1 no CPT	-1%	22%	u	-12%	-22%	-15%

19) COc1ccc2c(c1)-c1c(sn(-c3ccccc3)c1=S)C(C)(C)N2
20) COC(=O)[C@]12CCCCC=C1N(Cc1ccc(Cl)cc1Cl)C(=O)[C@H](CC(=O)NCc1ccc(C)o1)C2
21) COC(=O)c1oc2ccc(Br)cc2c1NC(=O)CCCN1C(=O)c2ccccc2C1=O
22) COc1cccc(Cn2nnc(C(=O)Nc3ccc(C)cc3)c2N)c1
23) CC1(C)C2CCC1(C)C(OC(=O)CC(=O)O)C2 (centres undefined)
24) Cc1cccc2cc(CN(CCN3CCOCC3)C(=O)Nc3ccccc3F)c(=O)[nH]c12

assay / entry	19	20	21	22	23	24
TDP1 cell CPT	u	u	-27%	-14%	-10%	-2%
KAT2A inh	-14%	x	-2%	-9%	0%	-5%
DT40 TDP1 no CPT	u	16µM*	u	-14%	-12%	u

25) c1ccc(COc2nsnc2N2CCOCC2)cc1
26) CON/C=C(\C=Nc1ccc(C(F)(F)F)cc1)c1ncc(C(F)(F)F)cc1Cl
27) COc1cc(C2=NOC(C(=O)N3CCCCCC3)C2)cc(OC)c1OC (centres undefined)
28) Cc1cccc(C(=O)Nc2cc3c(cc2N2CCOCC2)n(C)c(=O)n3C)c1
29) Cc1ccc(N/C=C2/Sc3ccccc3NC2=O)cc1
30) Cc1cccc(NC(=O)CNC(=O)c2ccc(-n3cncn3)c([N+](=O)[O-])c2)c1C

assay / entry	25	26	27	28	29	30
TDP1 cell CPT	-14%	-8%	-2%	-5%	-14%	11%
KAT2A inh	-9%	-11%	0%	-2%	0%	0%
DT40 TDP1 no CPT	u	-25%	-6%	u	2%	-9%

31) O=C(CS(=O)(=O)c1c[nH]c2ccccc12)NC1CCCCC1
32) CCCCC(CC)C(=O)Nc1cc(C(=O)NCc2ccc(C)cc2)ccc1N1CCC2(CC1)CC(c1cccc(Br)c1)=NO2 (centres undefined)
33) Cc1nnc(NC(=O)CSc2cn(CCNC(=O)c3ccccc3)c3ccccc23)s1
34) COc1ccc(CNC(=O)/C(C)=C\C(=O)O)cc1
35) CN(C)CCOCCOc1ccc(Cl)c2ccccc12
36) CCc1ccc(N=CC23c4ccccc4C(c4ccccc42)C2C(=O)N(c4ccc(OC)cc4)C(=O)C23)cc1 (centres undefined)

assay / entry	31	32	33	34	35	36
TDP1 cell CPT	13%	-2%	-23%	15%	u	u
KAT2A inh	-13%	-16%	1%	-3%	-3%	-3%
DT40 TDP1 no CPT	-7%	2%	u	17%	u	18µM*

37) CC(=O)NC1=NN(C(C)=O)C(C)(c2cccs2)S1 (centres undefined)
38) COc1ccc(N(CC(=O)Nc2cccc(N(C)S(C)(=O)=O)c2)S(=O)(=O)c2ccc(F)cc2)cc1
39) CCC1c2ccc(C)n2CCN1C(=O)Nc1cc(Cl)ccc1OC (centres undefined)
40) CCCn1nnnc1SCC(=O)NCc1ccc2c(c1)OCO2
41) Cc1nnc(SCC(=O)N(C(C)C)C(C)C)nc1C
42) COC(=O)c1ccc(OCC(O)CN2C(=O)c3ccccc3C2=O)cc1 (centres undefined)

assay / entry	37	38	39	40	41	42
TDP1 cell CPT	u	16µM*	u	1%	-3%	8%
KAT2A inh	2%	-9%	-7%	0%	-23%	37%
DT40 TDP1 no CPT	u	u	u	0%	3%	3%

43) Cc1ccccc1CN1CCC(n2nccc2NC(=O)c2cccnc2)CC1
44) CN(C)C(CNC(=O)CCc1c[nH]c2ccccc12)c1ccccc1 (centres undefined)
45) CCc1cc(C(=O)Nc2cc(S(=O)(=O)N(CC)CC)ccc2N2CCN(C)CC2)sc1C
46) CCc1cccc(OCC(=O)Nc2ccc(S(=O)(=O)Nc3cc(C)nc(C)n3)cc2)c1
47) CCn1c(C)c(C2N3CC4(C)CN2CC(C)(C3)C4=O)c2ccccc21 (centres undefined)
48) O=C1/C(=C\c2ccccc2)SC(=S)N1CCC(=O)N1CCCCC1CCO (centres undefined)

assay / entry	43	44	45	46	47	48
TDP1 cell CPT	2%	22%	-2%	-11%	-6%	u
KAT2A inh	-1%	-7%	-9%	-1%	2%	-6%
DT40 TDP1 no CPT	6%	-14%	-22%	-27%	-11%	u

49) Cc1cc(C)c(NC(=O)Cn2nc(-c3ccccc3)nc2-c2ccccc2)c(C)c1
50) CC1(Cc2cccc(F)c2)C(=O)Nc2ccc(S(=O)(=O)NC3CCCCC3)cc21 (centres undefined)
51) COc1ccccc1Cn1cc(C(=O)c2ccc(Cl)cc2)c(=O)c2ccccc21
52) O=C(NCc1ccccc1)c1ccc(CS(=O)(=O)Cc2ccccc2F)o1
53) Cc1ccc(N(Cc2ccco2)C(=O)c2ccc(N3CCCCC3)c([N+](=O)[O-])c2)cc1
54) COc1ccc(OC)c(S(=O)(=O)Nc2ccccc2C(=O)O)c1

assay / entry	49	50	51	52	53	54
TDP1 cell CPT	u	u	23µM*	-38%	21µM*	-1%
KAT2A inh	-4%	x	-3%	1%	-5%	-5%
DT40 TDP1 no CPT	u	u	15µM*	u	5.8µM*	-9%

55) Cc1ccc([C@H]2C(C(=O)O)=CC[C@@H](c3ccc(C)cc3)N2S(=O)(=O)c2ccccc2C)cc1
56) Cc1ccccc1N1CCN(C2CCCN(C(=O)CCC(=O)N(C)C)C2)CC1 (centres undefined)
57) CCC(=O)Nc1nn(CC(C)C)c2nc3ccc(C)cc3cc12
58) CC(C)(C)C(=O)NC1CCN(S(C)(=O)=O)CC1
59) CN(C(=O)CCCN1C(=O)c2ccccc2C1=O)C1CCCCC1
60) COC(=O)c1cccc(NC(=O)CCCOc2ccccc2)c1

assay / entry	55	56	57	58	59	60
TDP1 cell CPT	u	3%	-20%	-5%	2%	-1%
KAT2A inh	-3%	-3%	21%	1%	-3%	-14%
DT40 TDP1 no CPT	u	6%	1%	-4%	0%	-2%

61) O=C(NNC(=S)NC(=O)c1cccnc1)c1ccc(F)cc1
62) Cc1cc(OC(C)C(=O)NCc2ccccn2)c2c(C)c(C)c(=O)oc2c1 (centres undefined)
63) CSC1=NCCN1C(=O)COc1ccc2ccccc2c1
64) COCCNC(=O)CS(=O)(=O)Cc1nc(-c2ccc(C)cc2)oc1C
65) O=S1(=O)CC(N2CCN(Cc3ccccc3F)CC2)CN1Cc1cn(Cc2cccc(Cl)c2)nn1 (centres undefined)
66) CCOC(=O)C1CCCN(C(=O)c2ccc(Cl)c(S(=O)(=O)N3CCCCCC3)c2)C1 (centres undefined)

assay / entry	61	62	63	64	65	66
TDP1 cell CPT	-26%	3%	-3%	0%	u	-2%
KAT2A inh	u	-18%	-6%	-9%	x	-3%
DT40 TDP1 no CPT	u	1%	-21%	6%	21µM*	u

67) FC(F)(F)c1cccc(Cn2cnc(NC(=S)NCCc3ccccc3)n2)c1
68) O=C(/C=C\c1ccccc1OC(=O)c1ccccc1F)c1cc2ccccc2o1
69) O=C1Nc2ccc(S(=O)(=O)N3CCCC3)c3ccc(S(=O)(=O)N4CCCC4)c1c23
70) COc1ccccc1C/C(N)=N/OC(=O)COc1ccc2ccccc2c1
71) O=C(N/C(=C/c1cccc([N+](=O)[O-])c1)C(=O)N1CCCCC1)c1ccco1
72) O=C1CN(C(=O)CNCc2ccc(Cl)cc2)c2ccccc2N1

assay / entry	67	68	69	70	71	72
TDP1 cell CPT	u	8.2µM*	8.2µM*	u	-1%	-12%
KAT2A inh	-3%	5%	0%	-5%	-27%	-1%
DT40 TDP1 no CPT	u	15µM*	u	-21%	5%	38%[activator]

73) O=C(NCCc1ccccc1Cl)C1CCC(=O)N(CC2CCCCC2)C1 (centres undefined)
74) CCc1ccc(NC(=O)c2cc3ccccn3n2)cc1
75) Cc1nnn(C23C[C@@H]4C[C@@H](CC(C(=O)N5CCN(c6ccccc6)CC5)(C4)C2)C3)n1
76) COc1ccc(NC(=O)/C(N=Nc2cc(S(=O)(=O)Nc3ccc(OC)cc3)ccc2OC)=C(\C)O)cc1
77) COc1ccc(-c2ccc(OC)c(OC)c2OC)c(OC)c1OC
78) COc1cc(OC)c2c(-c3ccccc3)cc(=O)oc2c1C(CCN1CCCCC1)c1ccc(N(C)C)cc1 (centres undefined)

assay / entry	73	74	75	76	77	78
TDP1 cell CPT	-5%	-25%	18µM*	-25%	u	10µM*
KAT2A inh	-4%	19%	-7%	-10%	x	23%
DT40 TDP1 no CPT	1%	-17%	13µM*	-17%	u	15µM*

79) COc1cc(NC(=O)C2=CC(c3ccco3)=NS(=O)(=O)N2C)cc(OC)c1OC
80) Cc1ccc2cc(C)c3nnc(SCC(=O)NCc4ccco4)n3c2c1
81) CCCc1ccc(-c2csc(NC(=O)Cc3cccs3)n2)cc1
82) CCC1=Nc2cc(C(=O)NCC3CCCO3)ccc2Sc2ccc(Cl)cc21 (centres undefined)
83) O=C(Cc1ccc(F)cc1)Nc1cccc(S(=O)(=O)N2CCCC2)c1
84) O=c1c2ccccc2ncn1-c1ccccc1F
85) CC(C)CCNC(=O)C(=O)Nc1c2c(nn1-c1ccc(Cl)cc1)CSC2
86) O=C(Nc1cccc(F)c1)c1ccc(-c2cccnc2)c2ccoc12
87) COc1ccc(-c2[nH]n(-c3ccc([N+](=O)[O-])cc3)c(=O)c2C=NCC2CCCO2)cc1 (centres undefined)

assay / entry	79	80	81	82	83	84	85	86	87
TDP1 cell CPT	-10%&-8%	3%	u	3.7µM*	-3%	20%	26µM*	u	-10%
KAT2A inh	-12%&-13%	u	-13%	-6%	-2%	u	-8%	x	1%
DT40 TDP1 no CPT	u	-7%	u	4.1µM*	-22%	-23%	12µM*	u	u
